# ZTA counter: blocks Epstein-Barr virus ZTA, an EBNA-1 counter-screen; P03206; ZTA-DNA binding, fluorescence polarization; inhibition, % at 11 µM; 0.15% of 320,000 active; AID 2234; in the data active = inhibition above about 33%
# AHR activator: activators of human aryl hydrocarbon receptor. AID 2796. P35869. AHR-responsive luciferase reporter cells, luminescence. activation, % at 5 µM. 2.5% of 320,000 active; in the data active = activation above about 47%;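 also: 0% = vehicle wells and 100% = reference agonist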
# LAP4 TOR yeast: modulators of TOR pathway LAP4-GFP in S. cerevisiae; S. cerevisiae LAP4-GFP multiplex, flow cytometry GFP, 3 h; median GFP as percent of DMSO wells; GFP response vs DMSO, % at 10 µM; 0.34% of 320,000 active;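 active = GFP response vs DMSO above a set limit, about the screen mean plus 3 SD, cut at about 150% in these data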
# RPL19A TOR yeast: alters RPL19A-GFP fluorescence in TOR pathway yeast screen; S. cerevisiae RPL19A-GFP strain, flow cytometry, 3 h; stronger effect = lower value; percent response vs DMSO, % at 10 µM; 0.3% of 330,000 active;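 active = percent response vs DMSO below 50%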;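 also: median channel GFP fluorescence of the barcoded RPL19A-GFP strain; ratio of sample median GFP to plate DMSO average so 100% = DMSO; lower means less RPL19A-GFP as with rapamycin TOR inhibition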
# proCasp3 act: activators of human procaspase-3. P42574. recombinant procaspase-3 D3A, Ac-DEVD-pNA absorbance 405 nm. activation, % at 8.5 µM. 0.11% of 330,000 active. AID 463141;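 active = activation above the mean of all tested compounds plus 3 SD, cut at about 21% in these data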;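 also: 0% = DMSO alone and 100% = DMSO wells spiked with extra 5 µM PC-3 D3A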
#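 Assay system – Procaspase-3 D3A mutant, all three cleavage aspartates alanine · Controls – DMSO-only low control, 5 µM PC-3 D3A high control · Schedule – 1 h compound preincubation, 2 h substrate hydrolysis at 25 °C · Signal – 405 nm absorbance of p-nitroaniline, reads at 0 and 120 min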
# EBNA-1 inhibitor: blocks EBNA-1 binding to DNA; EBNA-1 DNA binding, fluorescence polarization; inhibition, % at 14.8 µM; 0.34% of 300,000 active; in the data active = inhibition above about 28%
# procasp7 counter: counter-screen: procaspase-7 (human) activation | recombinant procaspase-7, Ac-DEVD-pNA absorbance 405 nm; D23A/D198A/D206A triple mutant, cannot self-cleave; scale: DMSO 0, 5 µM enzyme 100 | activation, % at 8.5 µM | 0.093% of 330,000 active | AID 463210 | P55210;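 active = percent activation above the screen-wide mean plus 3 SD, cut at about 25% in these data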
#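 System: Procaspase-7 triple mutant (PC-7 D3A); measure: % activation from two-timepoint absorbance difference, scaled to controls; times: 1 h compound preincubation, 2 h substrate cleavage, 25 °C; also added: Ac-DEVD-pNA substrate, 400 µM as added; measured by: Epi-absorbance of released pNA at 405 nm, two timepoints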
# MEP2-GFP yeast: alters MEP2-GFP fluorescence in TOR pathway yeast screen. GFP response vs DMSO, % at 10 µM. S. cerevisiae MEP2-GFP strain, flow cytometry GFP, 3 h; 100% = DMSO control level. AID 2016. 0.51% of 330,000 active;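 active = GFP response versus DMSO above a set limit, roughly screen mean plus 3 SD, cut at about 180% in these data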;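 also: median GFP fluorescence of the barcode-gated MEP2-GFP cells per well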
# Numbers without * were called inactive; x = no result given.
SMILES,ZTA counter,AHR activator,LAP4 TOR yeast,RPL19A TOR yeast,proCasp3 act,EBNA-1 inhibitor,procasp7 counter,MEP2-GFP yeast
NS(=O)(=O)c1ccc(CCNC(=O)c2cc(-c3ccc(Br)cc3)nc3ccccc23)cc1,-3,15,89,97,4,5,-3,98
Cc1c(C)n2c(SCC(=O)N3CC(C)OC(C)C3)nnc2[nH]c1=O (stereo unspecified),-5,0,108,99,6,-6,8,100
CCCCc1ccc(NC(=S)NCC2CCCO2)cc1 (stereo unspecified),16,-5,92,106,1,-3,5,105
Cc1cc(C)cc(Oc2nc3c(C)cccn3c(=O)c2/C=C(\C#N)C(=O)NC2CCS(=O)(=O)C2)c1 (stereo unspecified),13,1,92,96,-7,-1,5,97
OCCN(Cc1ccccc1)Cc1cccc(C(F)(F)F)c1,-14,4,105,103,3,2,9,102
COc1ccccc1NC(=O)NCc1ccc(C)n1C,2,3,94,99,3,4,-3,97
Nc1ccc(C(=O)NC23CC4CC(CC(C4)C2)C3)cc1,-10,-1,85,95,6,6,5,94
CCc1nc(Nc2ccncc2)c2oc3ccccc3c2n1,-7,33,107,104,0,4,-6,105
COC(=O)CCCC1=CC2=CC(=O)C(C)(OC(=O)c3cccs3)C(=O)C2=CN1Cc1ccco1 (stereo unspecified),-2,4,97,98,-4,-1,-9,89
O=C(CSc1n[nH]c(-c2cccs2)n1)N1CCN(S(=O)(=O)c2ccc3ccccc3c2)CC1,11,13,99,104,9,8,0,101
COc1ccccc1OCC(=O)Nc1ccc(N2CCCCC2)cc1,8,3,91,95,3,-5,2,93
CCN1CCCC1CN(Cc1cc2ccc(C)cc2[nH]c1=O)C(=S)Nc1cccc(OC)c1 (stereo unspecified),5,59*,98,106,-10,-3,-14,107
Cc1nc2cc(NC(=O)CS(=O)(=O)c3ccc(F)cc3)ccc2s1,3,8,100,103,-1,7,10,103
COC(=O)CC1NCCc2cc(OC)c(OC)cc21 (stereo unspecified),20,1,109,99,-4,-1,5,95
N=C1c2c(cc(=O)n3c2[nH]c2ccccc23)CN1CCN1CCOCC1,-1,12,100,99,3,-4,8,106
Cc1ccc(S(=O)(=O)N2CCN(C(=O)COC(=O)CCOc3cc(C)ccc3C)CC2)cc1,-8,0,100,96,1,-11,-2,101
COC(=O)c1ccccc1NC(=S)NC(=O)CC(C)C,1,-1,98,x,-8,8,-5,99
CCOC(=O)COc1ccc(C(=O)CC)cc1OC,-28,-1,94,106,6,-4,-11,101
CCCN(CCC)C(=O)Nc1ccc(F)cc1F,2,0,99,106,-1,2,5,112
CCOc1cccc(Oc2ccc(C(F)(F)F)cn2)c1,-8,0,94,96,-9,-3,6,103
Cc1c(C(=O)NCCO)sc2nc3n(c(=O)c12)CCC3,6,-1,96,101,-3,6,2,101
CN1C(=O)C(CC(=O)O)S/C1=N\N=C\c1ccc(O)cc1O (stereo unspecified),2,-2,106,99,6,-24,5,101
CCCCC(=O)Nc1ccc(C(=O)OC2CCCCC2)cc1,11,2,112,96,-8,-7,-2,104
CCCCCn1c(CCNC(=O)c2cccs2)nc2ccccc21,15,12,103,99,13,2,5,106
O=C(CSCCOc1ccccc1)NCc1ccncc1,14,0,111,104,2,5,3,102

# Four of these compounds, reformatted:
molecule | ZTA counter | AHR activator | LAP4 TOR yeast | RPL19A TOR yeast | proCasp3 act | EBNA-1 inhibitor | procasp7 counter | MEP2-GFP yeast
Cc1c(C)n2c(SCC(=O)N3CC(C)OC(C)C3)nnc2[nH]c1=O (stereo unspecified) | -5 | 0 | 108 | 99 | 6 | -6 | 8 | 100
CCCCc1ccc(NC(=S)NCC2CCCO2)cc1 (stereo unspecified) | 16 | -5 | 92 | 106 | 1 | -3 | 5 | 105
Cc1cc(C)cc(Oc2nc3c(C)cccn3c(=O)c2/C=C(\C#N)C(=O)NC2CCS(=O)(=O)C2)c1 (stereo unspecified) | 13 | 1 | 92 | 96 | -7 | -1 | 5 | 97
OCCN(Cc1ccccc1)Cc1cccc(C(F)(F)F)c1 | -14 | 4 | 105 | 103 | 3 | 2 | 9 | 102

# (more compounds)
SMILES,ZTA counter,AHR activator,LAP4 TOR yeast,RPL19A TOR yeast,proCasp3 act,EBNA-1 inhibitor,procasp7 counter,MEP2-GFP yeast
S=C(NCCc1ccccc1)NCCN1CCOCC1,8,1,85,99,1,1,9,109
COCCCn1c(SCC(=O)NC2CCCCC2)nnc1-c1ccco1,3,-2,95,103,5,11,5,102
O=P(c1ccccc1)(c1ccccc1)C1CCCO1 (stereo unspecified),5,-1,103,102,-1,-1,5,104
COc1ccc(-c2n[nH]c(=S)n2Cc2ccccc2)cc1,1,2,92,103,-14,2,-16,102
COc1ccc(OCC(=O)NCCCn2ccnc2)cc1,-14,2,94,98,7,2,7,94
Cc1ccc2c(c1)N(CC(=O)OCC(=O)NCc1ccccc1)C(=O)CO2,-12,4,96,100,-4,-4,1,94
CC(C)(C)N(Cc1ccccc1)C(=O)c1cccs1,-14,0,87,110,0,7,4,102
Cc1cc(C)cc(NC(=O)CSc2nc(CSc3ccc(Cl)cc3)cc(=O)[nH]2)c1,27,0,101,98,8,16,6,92
Cc1ccc(-n2ncc3c2ncn2c(C)nnc32)cc1C,-1,3,108,96,-4,-12,2,99
O=C(/C=C/c1ccc(Cl)c([N+](=O)[O-])c1)Nc1ccc(N2CCCC2)cc1,-7,84*,90,101,-13,2,-1,95
CC(=O)c1cn(CC(=O)NCc2cccnc2)c2ccccc12,2,6,95,94,3,-9,-9,95
S=C(N/N=C/c1ccco1)NC1CC2CCC1C2 (stereo unspecified),-7,16,95,102,8,-11,8,98
CC1=C(C(=O)Nc2ccc(C(=O)NCCC(C)C)cc2)SCCO1,-8,-4,98,108,1,3,-12,115
Cc1cc2c(ncn2Cc2ccccc2)c(NS(C)(=O)=O)c1C,-1,4,100,96,-1,-10,14,98
Cc1ccc(-c2nc3c(=O)n(-c4ccccc4)c4c(c(=O)n(C)c(=O)n4C)c3o2)cc1,-6,-6,111,109,-1,6,-1,104
Cc1ccc(C)c2c(N)c3c(nc12)CCCCC3 (tested in a mixture with another compound),-3,47*,89,91,4,3,5,90
COc1ccccc1NC(=O)Cn1c(C)cc(=O)c2cccc(OC)c21,8,4,93,99,8,-14,8,90
Cc1ccccc1NCC(=O)N/N=C/c1ccc([N+](=O)[O-])cc1,-9,36,119,94,7,3,-3,108
CC(=O)N1CCOc2ccc(S(=O)(=O)Nc3cccc(C)n3)cc21,-8,1,102,95,-6,0,5,96
CCCN(Cc1cc2cc(C)ccc2[nH]c1=O)C(=O)c1cccc(OC)c1,-3,24,85,94,0,5,-9,86
O=C(Nc1ccc(F)cc1)Nc1nnc(-c2ccccc2)o1,-12,-2,109,100,5,-1,3,102
COC(=O)Nc1nc2ccc(Sc3ccccc3)cc2[nH]1,0,42,105,99,0,-1,-3,95
CCN(CC)CCNC(=O)c1ccc(NC(=O)C2CC(=O)N(CCc3ccc(OC)c(OC)c3)C2)cc1 (stereo unspecified),-1,-2,114,99,4,x,12,99
CC(OC(=O)c1cccc(-n2cnnn2)c1)C(=O)NCc1ccccc1 (stereo unspecified),4,-1,100,96,-3,4,2,101
O=c1/c(=C/c2ccc(CNS(=O)(=O)c3ccccc3)o2)sc2n1CCN=2,2,2,102,103,-14,-3,-18,103

# Individual results from the entries so far:
# Value of `COC(=O)CCCC1=CC2=CC(=O)C(C)(OC(=O)c3cccs3)C(=O)C2=CN1Cc1ccco1` (stereo unspecified) in LAP4 TOR yeast: 97
# Value of `CCOc1cccc(Oc2ccc(C(F)(F)F)cn2)c1` in RPL19A TOR yeast: 96

# Gathered by group: the entries above with fluorine
SMILES,ZTA counter,AHR activator,LAP4 TOR yeast,RPL19A TOR yeast,proCasp3 act,EBNA-1 inhibitor,procasp7 counter,MEP2-GFP yeast
OCCN(Cc1ccccc1)Cc1cccc(C(F)(F)F)c1,-14,4,105,103,3,2,9,102
Cc1nc2cc(NC(=O)CS(=O)(=O)c3ccc(F)cc3)ccc2s1,3,8,100,103,-1,7,10,103
CCCN(CCC)C(=O)Nc1ccc(F)cc1F,2,0,99,106,-1,2,5,112
CCOc1cccc(Oc2ccc(C(F)(F)F)cn2)c1,-8,0,94,96,-9,-3,6,103
O=C(Nc1ccc(F)cc1)Nc1nnc(-c2ccccc2)o1,-12,-2,109,100,5,-1,3,102

# Continuation.
SMILES,ZTA counter,AHR activator,LAP4 TOR yeast,RPL19A TOR yeast,proCasp3 act,EBNA-1 inhibitor,procasp7 counter,MEP2-GFP yeast
O=C(N/N=C/c1ccccn1)c1cc(-c2ccc3ccccc3c2)n[nH]1,3,8,87,96,8,-6,-4,99
O=C(COc1ccc(Br)cc1)N1CCNC1=O,-13,6,93,99,3,-2,0,107
CC(NC(=O)Nc1ccccc1)c1ccccc1 (stereo unspecified),-5,7,95,89,-8,-6,-11,98
Fc1cccc(/C=N/Nc2ccc3ccccc3n2)c1,21,16,108,96,3,-2,3,99
Cc1ccc(C(=O)C(NC(=O)c2ccco2)N2CCOCC2)cc1 (stereo unspecified),-12,1,104,96,2,0,7,101
CCOc1cccc(/C(O)=C2/C(=O)C(=O)N(CCN3CCOCC3)C2c2cccnc2)c1 (stereo unspecified),7,1,108,99,1,3,-5,102
O=C(NNC(=O)c1ccc(-c2ccccc2)cc1)c1ccccc1,20,28,103,104,-1,12,3,116
CCOc1ccc(CCNC(=O)C2CC(C)=CCC2C(=O)O)cc1OCC (stereo unspecified),-1,3,100,99,1,4,15,94
CCCCOc1ccc(CSCCN)cc1Cl,4,-6,115,101,-2,-2,4,104
O=C(O)c1ccccc1SCC(=O)N1CCOCC1,12,-3,105,103,-1,-8,-4,101
CCCCOc1ccc(S(=O)(=O)Nc2cccnc2)cc1,-1,2,92,98,-5,3,-1,98
C=CCN=c1scc(-c2ccccc2)n1/N=C/c1ccccn1,84*,35,104,100,-8,9,-14,99
O=C(COC(=O)c1cc(Br)ccc1O)Nc1cccnc1Cl,-7,4,102,96,11,12,5,96
CN(C(=O)CSc1nnnn1-c1ccc(O)cc1)C1CCCCC1,x,2,99,102,6,x,10,104
O=C(Cn1c(=O)n(-c2ccc(F)cc2)c(=O)c2sccc21)NC1CCCCC1,1,-1,97,98,-6,-4,0,104
CC(C)NC(=O)NC(=O)CSc1nnc(-c2c[nH]c3ccccc23)o1,-25,18,86,98,-1,-12,-6,96
Cc1ccc(C(=O)N2CCN(C)CC2)cc1S(=O)(=O)N1CCCCCC1,-4,-1,101,104,0,1,10,97
CCOC(=O)N1CCC(NC(=O)c2cc(C(=O)Nc3ccc(S(=O)(=O)N4CCOCC4)cc3)ccc2CO)CC1,-17,-2,93,100,-9,1,1,97
Cc1ccn2c(=O)nc(SCC(=O)Nc3ccc4c(c3)OCCO4)nc2c1,-5,3,101,98,0,-1,2,106
CC(C)c1csc(CN2CCC(N3CCC(C(=O)NCC4CCCO4)CC3)CC2)n1 (stereo unspecified),22,1,103,96,11,8,2,93
O=C(c1ccccc1F)N1CCN(Cc2nc3sc4c(c3c(=O)[nH]2)CCCC4)CC1,-11,9,98,104,9,-3,-9,105
CCc1ccccc1NC(=S)N(CCN(C)C)C(C)c1ccco1 (stereo unspecified),13,4,105,98,-4,4,-4,118
C/C(=N\NC(=O)c1cccc([N+](=O)[O-])c1)c1cccs1,-16,81*,89,99,12,-6,4,95
O=C1C(=O)N(CCCn2ccnc2)C(c2cccc(Br)c2)/C1=C(\O)c1ccc2c(c1)OCCO2 (stereo unspecified),-2,7,101,103,-11,-17,-44,105
CCOC(=O)N1CCN(CC(=O)Nc2cc(C)nn2-c2nc3ccccc3s2)CC1,2,16,103,98,5,8,5,104
Cn1c(C(=O)OCC(=O)NCC2CCCO2)cc2sccc21 (stereo unspecified),-5,1,105,99,-5,-13,1,109
CC1CCCC(C)N1C(=O)c1ccccc1Nc1ccc(SC(F)F)cc1 (stereo unspecified),1,6,105,100,-5,-4,4,103
Cc1cc2oc(=O)sc2cc1NS(=O)(=O)c1ccccc1,7,-1,92,104,-23,-1,-37,102

# Compound activity as filed in PubChem BioAssay.
